Source: PubChem BioAssay
TRPC6 act – mouse TRPC6 channel activation; HEK293-TRPC6 membrane potential dye fluorescence; active compounds read high; actives 0.13% (n = 310,000); B-score at 10 µM; Q61143; AID 2550;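 active = B-score of the integrated fluorescence ratio above library mean plus 3 SD, and starting fluorescence ratio within library mean plus 5 SD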;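 also: higher score means more depolarization so channel activation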
MrgX1 PAM – human MrgX1 positive allosteric modulation, primary screen; Q96LB2; MrgX1-HEK293, Fluo-4 calcium flux, FDSS; active compounds read high; B-score at 10 µM; actives 0.63% (n = 310,000); AID 588675;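 active = plate-corrected calcium response at least 3 library SD above typical, normal starting fluorescence, not activating the receptor alone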;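 also: compound read alongside a low EC10 to EC30 dose of BAM8-22 agonist; peak minus trough fluorescence over baseline measured at the second addition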
TRPC4 agonist – TRPC4 (mouse) channel activation. HEK293 TRPC4beta/mu-opioid, Fluo4 calcium fluorescence; active compounds read high. B-score at 10 µM. Q9QUQ5. actives 0.49% (n = 310,000);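 active = B-score above 5 SD of library B-scores, and initial fluorescence ratio not above library mean plus 5 SD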;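 also: positive B-score marks a calcium rise read as TRPC4 activation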
Target sequence (Q9QUQ5 whole entry, looked up): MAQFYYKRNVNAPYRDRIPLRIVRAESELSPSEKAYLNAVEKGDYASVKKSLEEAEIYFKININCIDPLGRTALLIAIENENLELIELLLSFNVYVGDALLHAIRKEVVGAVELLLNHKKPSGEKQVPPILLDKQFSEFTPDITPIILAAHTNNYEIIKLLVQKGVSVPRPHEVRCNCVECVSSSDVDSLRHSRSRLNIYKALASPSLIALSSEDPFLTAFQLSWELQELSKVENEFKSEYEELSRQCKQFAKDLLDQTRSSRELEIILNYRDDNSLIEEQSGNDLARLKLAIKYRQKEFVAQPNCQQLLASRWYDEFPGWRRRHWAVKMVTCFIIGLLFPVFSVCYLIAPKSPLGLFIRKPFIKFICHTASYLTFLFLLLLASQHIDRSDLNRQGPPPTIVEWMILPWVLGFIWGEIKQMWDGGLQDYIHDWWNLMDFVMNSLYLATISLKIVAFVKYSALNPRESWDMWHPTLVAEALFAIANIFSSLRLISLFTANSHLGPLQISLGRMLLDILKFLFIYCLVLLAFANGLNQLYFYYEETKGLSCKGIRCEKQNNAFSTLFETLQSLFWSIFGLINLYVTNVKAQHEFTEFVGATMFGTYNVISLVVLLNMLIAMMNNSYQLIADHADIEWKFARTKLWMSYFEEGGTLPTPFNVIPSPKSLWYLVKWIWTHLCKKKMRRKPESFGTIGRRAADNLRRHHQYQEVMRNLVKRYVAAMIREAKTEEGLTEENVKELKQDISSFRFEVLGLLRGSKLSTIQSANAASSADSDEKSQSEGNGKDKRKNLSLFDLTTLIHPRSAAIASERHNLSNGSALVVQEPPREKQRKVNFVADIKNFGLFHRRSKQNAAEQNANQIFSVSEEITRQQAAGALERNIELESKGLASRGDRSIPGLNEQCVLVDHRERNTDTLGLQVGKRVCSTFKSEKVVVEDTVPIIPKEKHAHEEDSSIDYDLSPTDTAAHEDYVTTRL
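Assay system: HEK293 cells stably co-expressing mouse TRPC4beta and mu-opioid receptor / Timing: Fluo4 dye loading 45 min at room temperature, 110 s recording / Signal: Fluo4 calcium-sensitive dye fluorescence, kinetic, 1 Hz baseline / Read-out: integrated baseline-normalised fluorescence ratio, converted to per-well B score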
TRPC6 inhibitor – inhibitors of mouse TRPC6 channel; AID 2553; HEK293-TRPC6, membrane potential dye, ACh-evoked depolarization; active compounds read low; Q61143; B-score at 10 µM; actives 1.1% (n = 310,000);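 active = B-score under library mean minus 3 SD, initial fluorescence not abnormally high, positive integrated signal ratio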;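 also: B-score derived from integrated fluorescence ratio over the kinetic read; more negative B-score means stronger inhibition of depolarization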
PolyA inhibitor – blocks polyadenylation in yeast reporter cells; S. cerevisiae SKY197-pL101 polyadenylation reporter, beta-gal luminescence; efflux-impaired pdr1/pdr3 knockout yeast; score 100 = 6 SD above DMSO; calls only at 12 µM; actives 0.02% (n = 300,000); AID 1875;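 active = lowest replicate activity score at least 50, where 100 means six control SD above control mean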;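 also: yeast exposed to compound for 9 h at 30 °C; higher score means more reporter readthrough which indicates perturbed polyadenylation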
AI-2 QS mod – modulates the Vibrio harveyi AI-2 quorum sensing system. actives 0.4% (n = 300,000). AID 2094. activity change, % at 7.5 µM. Vibrio harveyi JMH597 AI-2 luminescence/OD600 ratio, 9 h; active compounds read low; strain lacks LuxN and CqsS sensors; 0 = neutral-control median; in the data active = activity change below about -75%, passing the limit was not always enough;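 also: luminescence divided by OD600 gain over 9 h not by final OD600 alone; inactives centre near 13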
TRPC4 inh – blocks the mouse TRPC4 cation channel | Q9QUQ5 | HEK293 TRPC4beta/mu-opioid, DAMGO-evoked Fluo4 calcium flux; active compounds read low | B-score at 10 µM | actives 0.39% (n = 300,000) | AID 2247;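 active = B-score over 3 SD under the library average, no early fluorescence shift, positive overall ratio signal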
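Assay system – HEK293 line stably carrying TRPC4beta and mu-opioid receptor · Doses – single dose · Detection – Fluo4 calcium-dye fluorescence, kinetic read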
HIF act – HIF pathway transcriptional activation | U2OS HRE-luciferase reporter, luminescence; normalized: DMSO 0%, desferrioxamine 100% | activation, % at 7.5 µM (by protocol) | actives 0.32% (n = 300,000);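 active = mean activation of at least 10% of the iron chelator positive control signal, with at least half of replicates also reaching 10%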
MrgX1 antag – blocks BAM8-22 activation of human MrgX1 receptor; AID 588676; actives 1.3% (n = 310,000); MRGX1-HEK293 calcium flux, Fluo-4, BAM8-22 antagonism; active compounds read low; Q96LB2; B-score at 10 µM;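 active = calcium-response B-score plate-corrected more than 3 library SD below zero, starting fluorescence within 5 deviations, no agonist response on first addition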;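 also: peak minus trough fluorescence over baseline after final BAM8-22 challenge near maximal dose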
TRPC4 potent – allosteric potentiators of mouse TRPC4 channel. actives 0.42% (n = 310,000). B-score at 10 µM. HEK293 TRPC4beta/mu-opioid, DAMGO EC20, Fluo-4 Ca2+ flux; active compounds read high. Q9QUQ5;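 active = B-score of calcium response area above 5 SD of library B-scores, with initial fluorescence ratio within 5 SD of library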;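 also: B-score of integrated fluorescence ratio over time as area under calcium response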
MrgX1 agonist – human MrgX1 receptor agonism, primary screen | actives 0.44% (n = 310,000) | Q96LB2 | B-score at 10 µM | MrgX1-HEK293 cells, Fluo-4 calcium fluorescence, agonist mode; active compounds read high | AID 588627;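 active = calcium response B-score plate-corrected fluorescence ratio at least 3 library SD, with starting fluorescence B-score inside 5 SD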
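Material: MrgX1-expressing HEK293 cells / Dosing: compound as first of three additions / Incubation: overnight seeding, then 1 h dark dye loading / Signal: Fluo-4 NW calcium fluorescence / Evaluation: B-scored fluorescence response ratio / Benchmarks: positive and negative control wells on each plate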
Starred values were filed as active, the others as inactive; i = inactive; / = not tested or not shown. An excerpt; count on the stated rates, not on these rows.

SMILES	TRPC6 act	MrgX1 PAM	TRPC4 agonist	TRPC6 inhibitor	PolyA inhibitor	AI-2 QS mod	TRPC4 inh	HIF act	MrgX1 antag	TRPC4 potent	MrgX1 agonist
COc1ccc(C(CC(=O)Nc2nccs2)C(C)C)cc1 (configuration not stated)	i	i	i	i	i	3	i	-0.2	i	i	i
COc1ccc(N(C(=O)c2ccco2)C(C(=O)NC2CCCC2)c2ccncc2)cc1 (configuration not stated)	i	i	i	i	i	18	i	0.4	i	i	i
FC(F)Sc1ccc(NC(=S)NCc2ccccc2)cc1	i	i	i	i	i	-9	i	0.7	i	i	i
Cc1cccc(C(=O)OCN2C(=O)c3ccccc3C2=O)c1[N+](=O)[O-]	i	i	i	i	i	46	i	0.1	i	i	i
CCN1CCN(c2sc(S(C)(=O)=O)nc2S(=O)(=O)c2ccc(Cl)cc2)CC1	i	i	i	i	i	12	i	-0.5	i	i	i
Cc1ccc(NC(=O)N2CCc3ccccc32)cc1C	i	i	i	i	/	24	i	0.6	i	i	i
CCCCCC(=O)N1CC2(CC(c3cccc(NC(=O)[C@@H]4CCC(=O)N4)c3)=NO2)C[C@@H]1C(N)=O (some centres not stated)	i	i	i	i	i	1	i	0.1	i	i	i
CC1(C)Cc2c(c(N3CCOCC3)nc3sc4c(NN)ncnc4c23)CS1	i	i	i	i	i	20	i	-1.4	i	i	i
O=C(N/C(=C\c1cccc([N+](=O)[O-])c1)C(=O)N1CCOCC1)c1ccc([N+](=O)[O-])cc1	i	i	i	i	i	2	i	0.0	i	i	i
N#CC1=C(N)Oc2c(O)cc3ccccc3c2C1c1ccsc1 (configuration not stated)	i	i	i	i	i	-16	i	0.3	i	i	i
COc1ccc(C(=O)Nc2ccc(Nc3ccccc3)cc2)cc1Br	i	i	i	i	i	9	i	0.1	i	i	i
CC12CCCCC1NS(=O)(=O)OC2 (configuration not stated)	i	i	i	i	i	2	i	-0.1	i	i	i
Cc1ccc2nc(NNC(=O)c3ccc(S(=O)(=O)N4CCc5ccccc5C4)cc3)sc2c1	i	i	i	i	i	22	i	99*	i	i	i
COc1ccc(/C=N/NC(=O)CNc2c(Br)cc(C)cc2Br)c(C(=O)O)c1OC	i	i	i	i	i	23	i	-0.1	i	i	i
CCOc1ccc(N2CC(C(=O)Oc3ccccc3)CC2=O)cc1 (configuration not stated)	i	i	i	i	i	-2	i	-0.2	i	i	i
CC1CCc2cc(F)ccc2N1C(=O)CCC(=O)O (configuration not stated)	i	i	i	i	i	8	i	-0.2	i	i	i
O=C(c1ccco1)c1n[nH]nc1-c1ccccc1	i	i	i	i	i	4	i	-0.2	i	i	i
COc1ccccc1CC1(C)NC(=O)N(CC(=O)N2CCc3ccccc3C2)C1=O (configuration not stated)	i	i	i	i	i	21	i	-0.1	i	i	i
CCOc1ccc(-c2c(C(=O)N/N=C(\C)c3ccncc3)nnn2-c2nonc2N)cc1	i	i	i	i	i	/	i	0.1	i	i	i
Cc1ccc(S(=O)(=O)Nc2ccc(NC(=O)c3cccs3)cc2)cc1	i	i	i	i	i	16	i	-1.9	i	i	i
CCOc1ccc2nc(N(CCN(C)C)C(=O)c3ccc4c(c3)CCCC4)sc2c1	i	i	i	i	i	-9	i	0.1	i	i	i
O=C(C1CCCO1)N1CCN(c2ccccn2)CC1 (configuration not stated)	i	i	i	i	i	10	i	-0.1	i	i	i
CSc1ncc(C(=O)Nc2ccc(C)cc2C)c(C)n1	i	i	i	i	i	19	i	-0.7	i	i	i
COc1ccc(/C=C(/NC(=O)c2ccccc2)C(=O)N2CCCC2)cc1OC	i	i	i	i	i	/	i	1.3	i	i	i
Cc1ccc(C(=O)NC2CCCC(C)C2C)cc1S(=O)(=O)N1CCCCC1 (configuration not stated)	i	i	i	i	i	24	i	0.7	i	i	i
Remaining list, next part
SMILES	TRPC6 act	MrgX1 PAM	TRPC4 agonist	TRPC6 inhibitor	PolyA inhibitor	AI-2 QS mod	TRPC4 inh	HIF act	MrgX1 antag	TRPC4 potent	MrgX1 agonist
Cc1ccc(S(=O)(=O)N2CCN(C(=O)CC(C)n3nc(C)c(Cl)c3C)CC2)cc1 (configuration not stated)	i	i	i	i	i	22	i	-0.1	i	i	i
O=C1CC[C@H](OCc2ccccc2)CCN1[C@H](CSc1ccccc1)Cc1ccccc1	i	i	i	i	i	-1	i	-3.1	i	i	i
c1cnc(N2CCN(Cc3c[nH]c4ccccc34)CC2)nc1	i	i	i	i	i	6	/	0.2	i	i	i
CN1CCN(C(=O)CSc2nnc(COc3ccc(Cl)cc3)o2)CC1	i	i	i	i	i	13	i	1.0	i	i	i
CC(C(=O)NC(=O)NC1CCCCC1)N1CCN(C(c2ccccc2)c2ccccc2)CC1 (configuration not stated)	i	i	i	i	i	24	i	-1.5	i	i	i
CCOC(=O)NCc1ccc2c(c1)OCO2	i	i	i	i	i	28	i	0.0	i	i	i
COc1cc([N+](=O)[O-])cc(/C=N/NC(=O)c2cc(C)nc3ccccc23)c1O	i	i	i	i	i	45	i	2.8	i	i	i
O=C(O)COc1ccc(NC(=O)c2ccc3c(c2)C(=O)N(C2CCCCC2)C3=O)cc1	i	i	i	i	i	41	i	-0.2	i	i	i
Cc1cn2c(=O)c(C(=O)N3CCN(c4ccccc4)CC3)cnc2s1	i	i	i	i	i	3	i	1.7	i	i	i
O=C(CSc1ncn[nH]1)c1cc2ccccc2o1	i	i	i	i	i	16	i	0.5	i	i	i
Cc1c(NC(=S)Nc2ccccc2)c(=O)n(-c2ccccc2)n1C	i	i	i	i	i	4	i	0.2	i	i	i
O=C(Nc1ccc2nc(-c3ccco3)[nH]c2c1)c1ccco1	i	i	i	i	i	22	i	3.4	i	i	i
NC(=O)c1cc2ccccc2oc1=NCc1ccccc1	i	i	i	i	i	8	i	-0.5	i	i	i
COCCNC(=O)c1ccc2ccccc2n1	i	i	i	i	i	-3	i	0.5	i	i	i
COc1ccc(S(=O)(=O)NC2CC2)cc1Cl	i	i	i	i	i	-2	i	0.6	i	i	i
Cc1ccc(CN2CCN(/N=C\C=C\c3ccccc3)CC2)cc1	i	i	i	i	i	-3	i	-0.1	i	i	i
CCCCn1c(SCC(=O)Nc2cccc(C)n2)nnc1-c1ccco1	i	i	i	i	i	11	i	-0.7	i	i	i
COc1ccc(C2CC(c3cccs3)=NN2c2ccccc2)cc1 (configuration not stated)	i	i	i	i	i	-3	i	2.3	i	i	i
Cc1cc(NC(=O)c2ccccc2)n(-c2ccccc2)n1	i	i	i	i	/	46	i	-0.3	i	i	i
CCOC(=O)C1=C(O)/C(=C\c2ccc(O)c(OCC)c2)N=C1C	i	i	i	i	/	17	i	-0.2	i	i	i
COc1cc(C(CCN2CCCC2)c2c(OC)cc(OC)c3ccc(=O)oc23)cc(OC)c1OC (configuration not stated)	i	i	i	i	i	18	i	-1.6	i	i	i
Cc1cc(NC(=O)CCC(=O)N(c2ccccc2F)C(C(=O)NC2CCCC2)c2ccccc2)no1 (configuration not stated)	i	i	i	i	i	17	i	-0.3	i	i	i
Cc1c(Cl)cccc1NC(=S)NCc1ccccc1Cl	i	i	i	i	i	-14	i	0.1	i	i	i
O=S(=O)(NC1CCCC1)c1ccc(S(=O)(=O)N(Cc2cccs2)CC2CCCO2)cc1 (configuration not stated)	i	i	i	i	i	12	i	-0.1	i	i	i
COc1ccccc1CC(=O)O/N=C(\N)c1cccc([N+](=O)[O-])c1	i	i	i	i	i	8	i	0.7	i	i	i

Whole records as entered above. Screens in order: TRPC6 act | MrgX1 PAM | TRPC4 agonist | TRPC6 inhibitor | PolyA inhibitor | AI-2 QS mod | TRPC4 inh | HIF act | MrgX1 antag | TRPC4 potent | MrgX1 agonist
Entry for CN1CCN(C(=O)CSc2nnc(COc3ccc(Cl)cc3)o2)CC1 : i | i | i | i | i | 13 | i | 1.0 | i | i | i
Entry for COCCNC(=O)c1ccc2ccccc2n1 : i | i | i | i | i | -3 | i | 0.5 | i | i | i
Entry for CCOC(=O)C1=C(O)/C(=C\c2ccc(O)c(OCC)c2)N=C1C : i | i | i | i | / | 17 | i | -0.2 | i | i | i
Entry for O=S(=O)(NC1CCCC1)c1ccc(S(=O)(=O)N(Cc2cccs2)CC2CCCO2)cc1 (configuration not stated) : i | i | i | i | i | 12 | i | -0.1 | i | i | i

Other structures.
SMILES	TRPC6 act	MrgX1 PAM	TRPC4 agonist	TRPC6 inhibitor	PolyA inhibitor	AI-2 QS mod	TRPC4 inh	HIF act	MrgX1 antag	TRPC4 potent	MrgX1 agonist
CC(=O)/C=N/Nc1ccccc1	i	i	i	i	i	4	i	-0.1	i	i	i
Cc1cc(C)c(OCC(=O)OCC(=O)NCc2cccs2)c(C)c1	i	i	i	i	i	16	i	-0.1	i	i	i
Cc1ccc(C(=O)OCC(=O)Nc2ccccc2Cl)c(O)c1	i	i	i	i	i	32	i	-3.1	i	i	i
CCOc1ccc(S(=O)(=O)n2ccc(C)n2)cc1	i	i	i	i	i	/	i	0.3	i	i	i
O=C(NCc1ccc(F)cc1)C1CCN(S(=O)(=O)c2ccc(Br)s2)CC1	i	i	i	i	i	/	i	-0.1	i	i	i
CCOC(=O)CNC(=O)CSc1nc2cccnc2n1C1CCCCC1	i	i	i	i	i	18	i	1.3	i	i	i
Cc1ccc(C2N=C(N)Nc3nc4ccccc4n32)cc1 (configuration not stated)	i	i	i	i	i	17	i	-0.2	i	i	i
Cc1ccc(-n2c(C)cc(-c3csc(N)n3)c2C)cc1	i	i	i	i	i	10	i	-0.5	i	i	i
Cc1ccc(OCc2nnc(SC3CCc4ccccc4C3=O)n2C)cc1 (configuration not stated)	i	i	i	i	i	30	i	0.1	i	i	i
O=C(c1ccc(CS(=O)c2ccccc2Cl)o1)N1CCOCC1 (configuration not stated)	i	i	i	i	i	17	i	0.2	i	i	i
Cc1ccccc1/C=N\NC(=O)c1csnn1	i	i	i	i	i	33	i	0.2	i	i	i
CCCOc1ccc(C2C(C(=O)OC)=C(C)N=C3SCCC(=O)N32)cc1OCC (configuration not stated)	i	i	i	i	i	23	i	-0.2	i	i	i
O=C(NCCS(=O)(=O)N1CCN(c2cccc(Cl)c2)CC1)c1cc(=O)c2ccccc2o1	i	i	i	i	i	23	i	-0.3	i	i	i
Cc1ccccc1NC(=O)C1CC(=O)N(Cc2ccccc2)C1 (configuration not stated)	i	i	i	i	i	-6	i	-0.5	i	i	i
O=C(COc1ccccc1Br)NC1CCCC1	i	7.3*	i	i	i	10	i	/	i	i	i
